High-throughput results (PubChem)
Growth percent in the NCI-60 one-dose screen (48 h, 10 µM unless noted): 100 = growth as untreated, 0 = no growth, -100 = all killed.
MCF7: MCF7 breast cancer. 6.3% of 82,000 active. AID 1794796
T-47D: T-47D breast cancer; 5% of 79,000 active; AID 1794792
BT-549: BT-549 breast cancer. AID 1794793. 4.4% of 78,000 active
MDA-MB-231: MDA-MB-231 breast cancer. 5% of 81,000 active
SR: SR leukemia cells; 8.7% of 73,000 active; AID 1794780
HS 578T: HS 578T breast cancer; 4.1% of 78,000 active; AID 1794788
MDA-MB-468: MDA-MB-468 breast cancer | 8.5% of 78,000 active | AID 2202374
K-562: K-562 leukemia; 7.4% of 78,000 active; AID 1794777
* hit, by the source's call; . = not tested or not shown; [ ] = remark or other dose. How the source made its calls: active means growth percent below 10; inactive means the rest.

SMILES | MCF7 | T-47D | BT-549 | MDA-MB-231 | SR | HS 578T | MDA-MB-468 | K-562
CCOc1ccc(S(=O)(=O)c2ccc(C)cc2)c2c1no[n+]2[O-] | 83 | 56 | . | 81 | . | 78 | 103 | 46
CS(=O)(=O)c1ccc(-c2nn(-c3ccc(F)cc3)cc2/C=N/NC(=O)c2ccncc2)cc1 | 101 | 99 | 96 | 94 | 103 | 108 | 100 | 110
CC(=O)Oc1cc(C(C)C)ccc1C | 102 | 98 | 104 | 102 | 107 | 122 | 100 | 127
COC(=O)[C@H](Cc1cn(C)cn1)NC(=O)[C@@H](NC(=O)Nc1cc(C(F)(F)F)cc(C(F)(F)F)c1)C(C)(C)C | -59*[100 µM] | -64*[100 µM] | -90*[100 µM] | -90*[100 µM] | -41*[100 µM] | . | -63*[100 µM] | -12*[100 µM]
O=C(CNCc1cc(=O)oc2ccc3ccccc3c12)N1CCOCC1 | 90 | 97 | 101 | 71 | 119 | 98 | 106 | 101
N/C(=N\c1nc2ccc([N+](=O)[O-])cc2s1)NC(=O)Nc1ccccc1Cl | 36 | 26 | 26 | 15 | 24 | 60 | 0.0* | 13
CNc1nc2ncn(C)c2c(=O)[nH]1 | 96 | 91 | 89 | 91 | . | 105 | 101 | 66
O=C(N/N=C/c1ccc(Sc2ncccn2)o1)c1cccc(F)c1 | 96 | 88 | 99 | 104 | 84 | 98 | 100 | 88
CC(=O)c1ccc(Oc2nc(CNc3ccc(S(N)(=O)=O)cc3)nc3ccccc23)cc1 | 102 | 104 | 100 | 114 | 110 | 104 | 104 | 91
COc1ccc2c(c1)sc1nc(-c3ccccc3)c(-c3ccsc3)n12 | 14 | 57 | . | 52 | 6.5* | 3.7* | 33 | 14
CC(=O)N1N=C(c2ccccc2)CC1c1ccc2c(c1)OCO2 (configuration not stated) | 95 | 92 | 89 | 88 | 97 | . | 85 | 82
O=C(O)c1cc(C(=O)O)c(C(=O)O)cc1C(=O)O | 94 | 107 | . | 116 | 106 | . | 108 | 123
COc1ccc(-c2n[nH]c(=O)nc2-c2ccc(OC)cc2)cc1 | 97 | 89 | 111 | 102 | 105 | 107 | 108 | 96
Cc1ccc2c(c1)/C(=N/c1nc(-c3ccccc3)cs1)C(=O)N2 | 86 | 80 | 85 | 83 | 62 | 86 | 102 | 84
Cc1cc(Oc2ccccc2)ccc1Nc1ncnc2ccc(-c3cnc(Cl)c(NS(C)(=O)=O)c3)cc12 | 9.4* | -22* | -0.5* | 17 | 14 | . | -19* | 54
O=C(NOCCO)c1cc(CN2OCCCC2=O)c(F)c(F)c1Nc1ccc(I)cc1F | 89 | 68 | 80 | 32 | 66 | . | 114 | 31
COc1ccc(C(=O)/C=C/c2cn(Cc3ccc(Cl)cc3)c3ccccc23)cc1 | 53 | 48 | 87 | 64 | 20 | 60 | -28* | 15
O=C(O)C(Cc1ccccc1)N1C(=O)/C(=C/c2ccncc2)SC1=S (configuration not stated) | 94 | 99 | 115 | 107 | 113 | 99 | 110 | 99
CCCn1c(=O)c2c(nc(-c3cccc(OCCCCl)c3)n2Cc2ccccc2)n(CCC)c1=O | 92 | 50 | 93 | 65 | 45 | 85 | 86 | 83
Clc1ccc2sc3ncc(-c4ccc(Br)cc4)n3c2c1 | 61 | . | 107 | 89 | 118 | 105 | 103 | 106
CC12CC(=O)C34OCC(=O)N3c3ccccc3C(O1)C4C2O (configuration not stated) | 94 | 99 | 107 | 93 | 95 | 96 | 104 | 90
COc1ccc(-c2ccc(OC)c(OC)c2OC)c(OC)c1OC | 106 | 101 | 105 | 100 | 80 | . | 110 | 100
Cn1ccnc1[C@@H]1C[C@@H]2C(=O)N(c3ccccc3)C(=O)[C@@H]2c2c1n(C)c1ccccc21 | 95 | 105 | 97 | 100 | 115 | 94 | 101 | 106
CCC(=C(c1ccc(OCCN2CCCCCC2)cc1)c1ccc(OCCN2CCCCCC2)cc1)c1ccc(Cl)cc1 | -64* | 27 | 86 | 34 | -5.9* | -51* | -83* | -33*

Full records from above. Order of values: MCF7	T-47D	BT-549	MDA-MB-231	SR	HS 578T	MDA-MB-468	K-562
Entry for COc1ccc(-c2n[nH]c(=O)nc2-c2ccc(OC)cc2)cc1 = 97	89	111	102	105	107	108	96
Entry for CCC(=C(c1ccc(OCCN2CCCCCC2)cc1)c1ccc(OCCN2CCCCCC2)cc1)c1ccc(Cl)cc1 = -64*	27	86	34	-5.9*	-51*	-83*	-33*

Another view of two compounds above:
Value order – MCF7 | T-47D | BT-549 | MDA-MB-231 | SR | HS 578T | MDA-MB-468 | K-562
- COc1ccc(C(=O)/C=C/c2cn(Cc3ccc(Cl)cc3)c3ccccc23)cc1
 : 53 | 48 | 87 | 64 | 20 | 60 | -28* | 15
- O=C(O)C(Cc1ccccc1)N1C(=O)/C(=C/c2ccncc2)SC1=S (configuration not stated)
 : 94 | 99 | 115 | 107 | 113 | 99 | 110 | 99

(cont.)
SMILES | MCF7 | T-47D | BT-549 | MDA-MB-231 | SR | HS 578T | MDA-MB-468 | K-562
COc1ccc(OC)c2c(=O)cc(C)[nH]c12 | 93 | 99 | 89 | 118 | 102 | 141 | 100 | 95
Nc1c(Br)cc(Br)cc1-c1n[nH]c(=O)[nH]c1=O | 100 | 103 | 101 | 87 | 7.8* | 78 | 104 | 102
O=C(CSc1nnc(-c2cc(Cl)cc(Cl)c2Cl)o1)c1ccc(Cl)cc1 | 88 | 97 | 126 | 97 | 47 | 95 | . | 34
Cc1[nH]c(=S)[nH]c(=O)c1Cc1c(O)ccc2ccccc12 | 90 | 79 | 103 | 90 | 91 | 87 | . | 102
CCN(CC)CCNC(=O)c1ccc(N)cc1 | 111 | 100 | 100 | 104 | 105 | 130 | 107 | 106
COc1cc(OC)cc(C(=O)Nc2ccc(CN3CCc4nc5cc(OC)c(OC)cc5cc43)cc2)c1 | 88 | 97 | 92 | 95 | 85 | 101 | 99 | 94
COc1ccc2c(c1)CCC1=C2CCC2(C)C(=O)CC=C12 (configuration not stated) | 100 | 94 | 89 | 94 | 78 | 118 | . | 101
O=C(Nc1ccccc1C(=O)NCC1CC1)c1cccs1 | 106 | 106 | 100 | 97 | . | 114 | 102 | 103
CC1(C)COC(Cc2ccccc2)=N1 | 101 | 104 | 129 | 112 | 95 | 111 | 95 | 91
N#Cc1nc(-c2ccccc2)oc1NCC(c1ccco1)N1CCCC1 (configuration not stated) | 72 | 85 | 99 | 92 | 40 | 89 | 81 | 30
O=C(N/N=C/c1ccc(F)cc1)c1[nH]c2ccc(I)cc2c1-c1ccccc1 | 14 | 48 | 20 | 16 | 114 | 52 | 18 | 75
O=C1CCC(c2ccc3ccccc3c2)O1 (configuration not stated) | 93 | 103 | . | 86 | 114 | 107 | 99 | .
COc1ccc(-c2c(-c3cc(OC)c(OC)c(OC)c3)noc2N)cc1 | 17 | 61 | 13 | 17 | 8.9* | 30 | -5.1* | 12
COc1ccc(Nc2cc(Cl)ccc2C(=O)O)cn1 | 98 | 110 | 122 | 109 | 109 | 96 | 96 | 100
COc1cccc(/C=C2\C(=N)N=C(SCc3nc4ccccc4[nH]3)NC2=O)c1 | 84 | 102 | 103 | 81 | 85 | 94 | 128 | 82
Cc1ccc(C(=O)C[n+]2cn(CC(=O)Nc3cccc4cccnc34)c3ccccc32)cc1 | 87 | 75 | 75 | 87 | 104 | 85 | 50 | 73
COC(=O)[C@]1(Cc2ccccc2)[C@H](C)C(=O)N1C[C@H](Cc1ccccc1)N(Cc1ccccc1)Cc1ccccc1 | 65 | 42 | 75 | 74 | 49 | 82 | 29 | 35
O=C1c2c(nc3ccccn23)NC(c2cccnc2)=N[C@H]1Cc1ccccc1 | 95 | 107 | 95 | 123 | 95 | 97 | 111 | 102
CCNc1nc(CC(C)C)c(C#N)c(=O)n1C | 71 | 43 | 57 | 82 | 69 | 50 | 43 | 108
CC(=O)Oc1c(Br)cc(-c2oc(-c3cc(Br)c(OC(C)=O)c(Br)c3)c3ccccc23)cc1Br | 88 | 83 | 91 | 85 | 107 | 70 | 87 | 91
Cc1[nH]n(C(N)=S)c(=O)c1N=Nc1ccc(O)c(C(=O)O)c1 | 97 | 104 | 115 | 94 | 98 | 91 | 94 | 98
COc1ccccc1-c1cc(-c2ccc(Br)s2)[nH]c(=O)c1C#N | 79 | . | 99 | 93 | 94 | 100 | 115 | 102
c1ccc2c([C@H]3CCCCCCCC[C@@H](c4c[nH]c5ccccc45)c4c3[nH]c3ccccc43)c[nH]c2c1 | 63 | 42 | 78 | 53 | 44 | 83 | 83 | 50
COc1cc2c(cc1OC)C(Sc1ccc(SC)cc1)c1c(nc(N)c(C#N)c1N)O2 (configuration not stated) | -51* | -47* | -74* | -67* | -37* | 4.9* | -47* | .
COC(=O)c1c(C)nc(C)c2c1C(=O)C=C(NCCN1CCOCC1)C2=O | 81 | 99 | 97 | 103 | 92 | 98 | 95 | 102
COC(=O)[C@]12CC[C@@H](C)[C@H](C)[C@@H]1C1=CC[C@@H]3[C@@]4(C)C(C=O)=C[C@@]5(C)COC(=C45)C[C@@]3(C)[C@]1(C)CC2 | 62 | 49 | 76 | 53 | 39 | 78 | 44 | 42
COc1ccc(/C=C(/NC(=O)c2ccccc2)C(=O)Nc2ccc(S(N)(=O)=O)cc2)cc1 | 98 | 101 | . | 110 | 88 | 102 | 108 | 101
CCC(O)C1CCCCC1 (configuration not stated) | 108 | 102 | 106 | 116 | 97 | . | 106 | 89
O=C(Nc1cccc(Nc2ccc(Cl)nn2)c1)Nc1ccc(Cl)c(C(F)(F)F)c1 | 29 | 17 | 32 | 63 | . | 88 | 25 | 19
O=C(Nc1ccc(-n2cc(-c3ccncc3)c(-c3ccc(Cl)c(O)c3)n2)cc1)Nc1ccc(Cl)c(C(F)(F)F)c1 | -1.0* | 4.3* | . | -25* | -11* | -39* | -20* | 8.1*
COc1cc([N+](=O)[O-])ccc1NC(=O)C(F)(F)F | 97 | 82 | 111 | 117 | 102 | 113 | . | 107
CC(C)CCCCCCCCCCCSCNc1ccc(S(=O)(=O)c2ccc(NCSCCCCCCCCCCCC(C)C)cc2)cc1 | 106 | 101 | 95 | 114 | 97 | 110 | 115 | 96
CC(C)C(C(=O)CCN(C)C)c1ccc(Cl)cc1 (configuration not stated) | 87 | 83 | 90 | 101 | 84 | 101 | 79 | 97
O=C(O)c1cn(C2CC2)c2cc(N3CCN(C(=O)CSc4nc(-c5ccccc5)cc(=O)[nH]4)CC3)c(F)cc2c1=O | 98 | 87 | 101 | 96 | 86 | 103 | 100 | 108
CCCCn1c(-c2cccc(OC)c2)nc2cc(OC)c(OC)cc2c1=O | 98 | 92 | 283 | 89 | 75 | 104 | 107 | 78
COc1ccc(/C=N\N=C(\C)c2nnn(-c3ccc(Cl)cc3)c2C)cc1OC | 96 | 78 | 100 | 92 | 107 | 102 | 94 | 109

Ordered by count of non-hydrogen atoms (lowest first): some entries from above.
SMILES | MCF7 | T-47D | BT-549 | MDA-MB-231 | SR | HS 578T | MDA-MB-468 | K-562
CCCCn1c(-c2cccc(OC)c2)nc2cc(OC)c(OC)cc2c1=O | 98 | 92 | 283 | 89 | 75 | 104 | 107 | 78
O=C(Nc1cccc(Nc2ccc(Cl)nn2)c1)Nc1ccc(Cl)c(C(F)(F)F)c1 | 29 | 17 | 32 | 63 | . | 88 | 25 | 19
O=C(Nc1ccc(-n2cc(-c3ccncc3)c(-c3ccc(Cl)c(O)c3)n2)cc1)Nc1ccc(Cl)c(C(F)(F)F)c1 | -1.0* | 4.3* | . | -25* | -11* | -39* | -20* | 8.1*
CC(C)CCCCCCCCCCCSCNc1ccc(S(=O)(=O)c2ccc(NCSCCCCCCCCCCCC(C)C)cc2)cc1 | 106 | 101 | 95 | 114 | 97 | 110 | 115 | 96

Carrying on.
SMILES | MCF7 | T-47D | BT-549 | MDA-MB-231 | SR | HS 578T | MDA-MB-468 | K-562
Cc1ccc(S(=O)(=O)C/C(=N\Nc2ccc(S(N)(=O)=O)cc2)c2cc3cc(Br)ccc3o2)cc1 | 94 | 86 | 92 | 96 | 98 | 106 | 103 | 106
CC(Cl)(CCl)CCl | 107 | 109 | 122 | 96 | 107 | 105 | 114 | 96
CC(=O)C(CCC#N)(CCC#N)c1ccccc1 | 102 | 103 | 115 | 111 | 112 | 103 | . | 107
CSc1ccc(-c2n[nH]nc2-c2cc3ccccc3s2)cc1 | 28 | 45 | 47 | 42 | 25 | 58 | 54 | 15
COC(=O)c1[nH]c(=O)c(C#N)c(C(=O)OC)c1C(=O)c1ccccc1 | 69 | . | 110 | . | . | 84 | 102 | 102
Nc1nc2ccc(OC(F)(F)F)cc2o1 | 102 | . | 107 | 116 | 67 | 105 | 97 | 92
COc1cccc(C(=O)NNC(=O)C(=O)Nc2ccc(C)c(Cl)c2)c1 | 92 | 84 | 117 | 89 | 115 | 100 | 98 | 99
N/C(=N\C(N)=N\c1nc2ccccc2s1)c1ccc(Cl)cc1 | 69 | 68 | 94 | 80 | -8.3* | 105 | 95 | 87
C=C1CC[C@@H]2[C@](C)(COC(C)=O)[C@H](OC(C)=O)CC[C@@]2(C)[C@@H]1C/C=C1/C(=O)OC[C@H]1OC(C)=O | 23 | 43 | 27 | 96 | 5.7* | 100 | 8.0* | 11
C/C(=N/N=C(N)N)c1cccc(O)c1 | 94 | 107 | 83 | 113 | 112 | . | 95 | 104
NCCCNc1nc2ccccc2c2c(=O)c3cc(OC(F)(F)F)ccc3sc12 | -70* | -9.7* | 93 | -43* | -31* | 1.3* | -70* | -35*
COc1ccc2c(c1)OC(N)=C(C#N)C2c1ccc(F)cc1 (configuration not stated) | 18 | 41 | 20 | 57 | 18 | 19 | 7.5* | 12
CC(=O)N1N=C(c2ccc(Nc3nc(Nc4ccccc4)nc(Nc4ccccc4)n3)cc2)CC1c1cccc([N+](=O)[O-])c1 (configuration not stated) | 91 | 66 | 111 | 74 | 84 | 89 | . | 81

Retrieved one by one from the entries so far:
SMILES | MCF7 | T-47D | BT-549 | MDA-MB-231 | SR | HS 578T | MDA-MB-468 | K-562
CSc1ccc(-c2n[nH]nc2-c2cc3ccccc3s2)cc1 | 28 | 45 | 47 | 42 | 25 | 58 | 54 | 15
Nc1nc2ccc(OC(F)(F)F)cc2o1 | 102 | . | 107 | 116 | 67 | 105 | 97 | 92
